USP1-UAF1 inh – USP1/UAF1 (human) deubiquitinase inhibition. actives 0.23% (n = 390,000). AID 743255. Potency, µM (series often up to 57.1 µM), without a hit: at the top dose activity change, negative = inhibition, usual class: inhibitors. recombinant USP1/UAF1, Ub-Rhodamine cleavage fluorescence. O94782; also: potency is read from the fitted curve at half-maximal effect; % is scaled to controls: 0 for no effect and ±100 for the full control effect; nearly all actives have a fitted effect of over 60% in size; inactives centre near -12
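USP1/UAF1 complex at 1 nM was preincubated with compound for 15 min at room temperature, then Ub-Rho substrate (150nM final) was added. Fluorescence (480/540 nm) was read kinetically, 6 reads every 60 seconds.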
rTrxR1 inhibitor – rat TrxR1 inhibition; Potency, µM (top dose mostly 114 µM), for the others: at the top dose activity change, negative = inhibition, actives largely listed as inhibitors; AID 588453; actives 1% (n = 390,000); recombinant rTrxR1, NADPH fluorescence consumption, selenite substrate; O89049; also: potency is read from the fitted curve at half-maximal effect; % is scaled to controls: 0 for no effect and ±100 for the full control effect; nearly all actives have a fitted effect of over 65% in size
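Rat TrxR1 (90 nM in the dispensed reagent) was pre-reduced with 400 uM NADPH for 5 min at room temperature, then incubated with compound for 15 min. After 400 uM selenite was added, NADPH fluorescence (Ex 340/Em 450 nm) was followed for 8 min.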
TRHR agonist – activates the human TRH receptor. TRHR cells, calcium flux fluo-8, FDSS agonist mode. activation, % at 2 µM. actives 0.18% (n = 360,000); in the data active = activation above about 30%; also: 0% is about no effect
Target sequence (P34981 whole entry, looked up): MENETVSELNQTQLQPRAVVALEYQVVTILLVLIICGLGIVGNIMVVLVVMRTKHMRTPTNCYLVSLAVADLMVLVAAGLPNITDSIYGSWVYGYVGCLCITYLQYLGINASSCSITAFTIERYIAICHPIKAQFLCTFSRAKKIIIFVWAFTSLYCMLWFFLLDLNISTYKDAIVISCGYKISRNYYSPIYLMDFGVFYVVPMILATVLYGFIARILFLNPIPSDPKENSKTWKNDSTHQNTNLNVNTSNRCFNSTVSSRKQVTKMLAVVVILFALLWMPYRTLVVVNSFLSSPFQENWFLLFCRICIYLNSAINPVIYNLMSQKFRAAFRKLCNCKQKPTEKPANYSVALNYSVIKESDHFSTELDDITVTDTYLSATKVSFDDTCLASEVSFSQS
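Fluo-8-loaded TRHR cells; 10 s baseline, compound added, kinetic Ca2+ fluorescence read 1/s, agonist mode.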
D2 agonist – activates the human D2 dopamine receptor; actives 0.53% (n = 340,000); activation, % at 2 µM; HEK293 T-REx D2 cells, calcium flux agonist mode; P14416;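 active = activation over 3 SD above normal in the single-dose calcium agonist read, cut at about 30% in these data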; also: 0% is about no effect
Target sequence (P14416 whole entry, looked up): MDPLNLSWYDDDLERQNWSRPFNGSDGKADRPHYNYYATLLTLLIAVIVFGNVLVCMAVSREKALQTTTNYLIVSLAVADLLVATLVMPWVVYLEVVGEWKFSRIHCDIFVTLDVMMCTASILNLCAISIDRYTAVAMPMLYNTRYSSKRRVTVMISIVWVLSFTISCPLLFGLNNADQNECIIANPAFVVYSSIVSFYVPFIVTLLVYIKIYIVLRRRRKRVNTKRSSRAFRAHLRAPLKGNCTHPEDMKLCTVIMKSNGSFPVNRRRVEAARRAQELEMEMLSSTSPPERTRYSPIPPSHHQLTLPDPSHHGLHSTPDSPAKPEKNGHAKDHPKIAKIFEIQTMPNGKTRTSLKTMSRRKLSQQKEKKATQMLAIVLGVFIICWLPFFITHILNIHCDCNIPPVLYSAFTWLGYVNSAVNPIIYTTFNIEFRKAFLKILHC
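HEK293 Trex D2 cells, tetracycline-induced, o/n 30 C 5% CO2; no-wash Ca dye, RT 30–90 min; 10-cycle baseline, 23 nl cpd added, kinetic Ca read 180 s; agonist hits = positive Ca response.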
TrxR1 substrate – is turned over as a substrate by rat TrxR1 | Potency, µM (doses to about 114 µM), without a hit: at the top dose activity change, negative = substrate turnover | AID 588456 | actives 0.01% (n = 390,000) | purified TrxR1 substrate turnover, NADPH consumption readout; also: potency is read from the fitted curve at half-maximal effect; % is scaled to controls: 0 for no effect and ±100 for the full control effect; nearly all actives have a fitted effect of over 50% in size
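Rat TrxR1, dispensed at 90 nM, was prereduced with 400 uM NADPH (final) for 5 min at ~22 deg C, then incubated with compound 15 min before 400 uM selenite. A first-read NADPH fluorescence drop versus no-compound background flagged substrates.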
D2 antag – D2 dopamine receptor (human) antagonism; inhibition, % at 10 µM; P14416; actives 2% (n = 340,000); HEK293 TREx D2 cells, calcium flux, dopamine EC80; in the data active = inhibition above about 30%; also: 0% is about no effect
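HEK293 T-REx D2 cells, tet-induced, calcium dye no-wash. Cpd pintool add, 180 s kinetic, then EC80 DA, 180 s kinetic. Ca flux read.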
PI4K2A inh – inhibitors of human PI4K2A; Q9BTU6; AID 1346378; actives 0.13% (n = 420,000); purified PI4K2A, ADP-Glo luminescence, 1 h; active compounds read low; activity change, negative = inhibition, % at 76.9 µM; in the data active = activity change below about -50%; inconclusive = mostly about -30% to -49%;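 also: -100% = wells without enzyme as full effect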
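ADP-Glo luminescence measured ADP generated by PI4K2A enzyme (4 ug/mL before mixing) with 1.2 mM PI substrate (pre-mix) and 300 microM ATP (pre-mix). Tris pH7.5 buffer with MgCl2, Triton X-100; 1 h reaction at ambient temperature.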
IDH1 R132H inh – human IDH1 R132H inhibition; IDH1-R132H enzyme, NADPH consumption, diaphorase/resazurin fluorescence; O75874; Potency, µM (top dose mostly 76.6 µM), for inactives: at the highest dose activity change, negative = inhibition, usual class: inhibitors; actives 0.093% (n = 390,000); also: potency is read from the fitted curve at half-maximal effect; % is scaled to controls: 0 for no effect and ±100 for the full control effect; nearly all actives have a fitted effect of over 65% in size
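IDH1-R132H (0.5 ug/mL dispensed) in pH 7.5 Tris buffer was preincubated 30 min with compound, then given a substrate mix of 0.016 mM NADPH and 2 mM alpha-KG for 80 min at room temperature; remaining NADPH was read by diaphorase/resazurin fluorescence.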
TRHR PAM – allosterically enhances the human TRH receptor; P34981; TRHR cells, fluo-8 calcium fluorescence, EC20 TRH enhancement; enhancement, % at 2 µM; actives 0.66% (n = 360,000); AID 493056; in the data active = enhancement above about 30%; also: 0% is about no effect
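TRHR-expressing cells loaded with fluo-8 calcium dye were read kinetically (ex 480/em 530) during compound addition, then stimulated with an EC20 of TRH (10 nM final). Enhancement of the Gq-mediated intracellular calcium response was scored.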
An asterisk follows results filed as active; [ ] = another dose, or the depositor's remark. Unless noted, calls follow the shape of the dose curve; as a rule, active = well fitted inhibition curve with a large enough effect; inconclusive = small, poorly fitted or top-dose-only effect; inactive = no such curve, though single readings can be large or run the other way.

Results for CC1CCCCN1C(=O)C12CCC(C)(C(=O)C1)C2(C)C (stereo unspecified) ?
USP1-UAF1 inh: -6%; rTrxR1 inhibitor: 25%[57.1 µM]; TRHR agonist: 0.7; TrxR1 substrate: 8%[57.1 µM]; PI4K2A inh: 7; IDH1 R132H inh: -1%; TRHR PAM: -4

What do the screens show for `CC(C)c1nn2c(=O)cc(COC(=O)c3ccc(NC(=O)c4cccs4)cc3)nc2s1`?
USP1-UAF1 inh: -17%; rTrxR1 inhibitor: 11%[57.1 µM]; TRHR agonist: 0.4; D2 agonist: 0.7; TrxR1 substrate: 4%[57.1 µM]; PI4K2A inh: 8; IDH1 R132H inh: -9%; TRHR PAM: 3

Results for COC(=O)C1=C(C)NC2=C(C(=O)CCC2)C1c1cn(Cc2ccc(Br)cc2)nc1-c1ccccc1 (stereo unspecified) ?
USP1-UAF1 inh: -9%; rTrxR1 inhibitor: 42%[activator]; TRHR agonist: 0.0; D2 agonist: 0.4; TrxR1 substrate: 114%[activator]; D2 antag: -3; PI4K2A inh: -3; IDH1 R132H inh: -1%; TRHR PAM: -6

What do the screens show for `CCN(c1ccccc1)S(=O)(=O)c1ccc(OC)c(NC(=O)Cc2ccc(F)cc2)c1`?
USP1-UAF1 inh: -17%; rTrxR1 inhibitor: 12%; TRHR agonist: -1.0; D2 agonist: 0.0; TrxR1 substrate: 1%; D2 antag: -22; PI4K2A inh: 11; IDH1 R132H inh: -11%; TRHR PAM: -6

How did N/C(=N\OC(=O)c1ccc(Br)cc1)c1cccc([N+](=O)[O-])c1 do in these assays?
USP1-UAF1 inh: -5%; rTrxR1 inhibitor: 5%; TRHR agonist: 0.0; D2 agonist: -0.2; TrxR1 substrate: 2%; D2 antag: -12; PI4K2A inh: 4; IDH1 R132H inh: 14%; TRHR PAM: -9

What do the screens show for `CCc1ccc(C(=O)c2ccccc2C(=O)O)s1`?
USP1-UAF1 inh: -21%; rTrxR1 inhibitor: -2%; TRHR agonist: 0.6; D2 agonist: 0.0; TrxR1 substrate: -2%; D2 antag: 5; PI4K2A inh: -2; IDH1 R132H inh: 0%; TRHR PAM: -1

What do the screens show for `CC(OC(=O)CNC(=O)c1ccco1)C(=O)N(C)c1ccccc1` (stereo unspecified)?
USP1-UAF1 inh: -21%; rTrxR1 inhibitor: 1%; TRHR agonist: 0.1; D2 agonist: 2.0; TrxR1 substrate: -1%; D2 antag: -2; PI4K2A inh: 3; IDH1 R132H inh: -4%; TRHR PAM: 3

What do the screens show for `NC(=O)CC(NC(=O)c1ccc(Br)cc1)c1ccc(N2CCCCCCC2)c([N+](=O)[O-])c1` (stereo unspecified)?
USP1-UAF1 inh: -26%; rTrxR1 inhibitor: -6%[57.1 µM]; TRHR agonist: -0.2; D2 agonist: 1.1; TrxR1 substrate: -3%[57.1 µM]; D2 antag: -18; PI4K2A inh: -1; IDH1 R132H inh: -2%; TRHR PAM: -2

Results for S=C1NC2=C(CCCC2)C2(CCCCC2)N1 ?
USP1-UAF1 inh: -18%; rTrxR1 inhibitor: -20%; TRHR agonist: -0.1; D2 agonist: -0.6; TrxR1 substrate: -9%; D2 antag: 15; PI4K2A inh: -9; IDH1 R132H inh: 0%; TRHR PAM: -4

What do the screens show for `c1ccc2c(NC3=NCCCCS3)cccc2c1`?
USP1-UAF1 inh: -16%; rTrxR1 inhibitor: 9%; TRHR agonist: 0.1; D2 agonist: 2.1; TrxR1 substrate: 7%; D2 antag: -15; PI4K2A inh: 3; IDH1 R132H inh: 5%; TRHR PAM: 2

What do the screens show for `COc1c(Cl)cc(Cl)cc1C(=O)Nc1cccc2cccnc12`?
USP1-UAF1 inh: -27%; rTrxR1 inhibitor: 22%; TRHR agonist: -3.4; D2 agonist: -1.5; TrxR1 substrate: 5%; PI4K2A inh: -1; IDH1 R132H inh: 3%; TRHR PAM: -3

How did Cc1c(C(=O)Nc2ccc(Nc3ccccc3)cc2)cccc1[N+](=O)[O-] do in these assays?
USP1-UAF1 inh: -15%; rTrxR1 inhibitor: 18%; TRHR agonist: 0.6; D2 agonist: 2.9; TrxR1 substrate: -8%; D2 antag: -14; PI4K2A inh: 0; IDH1 R132H inh: -1%; TRHR PAM: -1

How did O=S(=O)(N/N=C1/CCCc2ccccc21)c1ccc(Br)cc1 do in these assays?
USP1-UAF1 inh: -22%; rTrxR1 inhibitor: 8%; TRHR agonist: -0.2; D2 agonist: -0.3; TrxR1 substrate: -2%; D2 antag: 6; PI4K2A inh: -2; IDH1 R132H inh: -1%; TRHR PAM: -2

Results for Cc1cc(NC(=O)Cc2ccccc2)ccc1NC(=O)c1cccs1 ?
USP1-UAF1 inh: -19%; rTrxR1 inhibitor: 22%; TRHR agonist: -0.2; D2 agonist: -0.7; TrxR1 substrate: 8%; D2 antag: -10; PI4K2A inh: 3; IDH1 R132H inh: 10%; TRHR PAM: 1

What do the screens show for `COc1ccc(OC)c(N=Cc2c(O)c3ccccc3oc2=O)c1`?
USP1-UAF1 inh: inconclusive; rTrxR1 inhibitor: 32%; TRHR agonist: 2.6; D2 agonist: 2.4; TrxR1 substrate: 7%; D2 antag: 10; PI4K2A inh: -4; IDH1 R132H inh: 12%; TRHR PAM: 5

Results for CCCc1nc(SCC(=O)c2ccc(OC)cc2)c2ccccc2n1 ?
USP1-UAF1 inh: -29%; rTrxR1 inhibitor: 4%; TRHR agonist: 1.3; D2 agonist: -0.3; TrxR1 substrate: -5%; D2 antag: 15; PI4K2A inh: -8; IDH1 R132H inh: 0%; TRHR PAM: -2

What do the screens show for `O=C(CC1SC(=O)N(Cc2ccccc2Cl)C1=O)Nc1nccs1` (stereo unspecified)?
USP1-UAF1 inh: -12%; rTrxR1 inhibitor: 13%; TRHR agonist: -0.3; D2 agonist: -0.5; TrxR1 substrate: 1%; D2 antag: 0; PI4K2A inh: -1; IDH1 R132H inh: 0%; TRHR PAM: -2

What do the screens show for `CC(=O)c1cccc(NC(=O)C(C)OC(=O)c2cc(=O)[nH]c3ccccc23)c1` (stereo unspecified)?
USP1-UAF1 inh: -20%; rTrxR1 inhibitor: 13%; TRHR agonist: -0.1; D2 agonist: -0.1; TrxR1 substrate: 13%; D2 antag: -9; PI4K2A inh: -1; IDH1 R132H inh: 11%; TRHR PAM: 14

How did COc1ccccc1CNC(=O)Cc1c(C)c2cc3c(C)coc3c(C)c2oc1=O do in these assays?
USP1-UAF1 inh: -22%; rTrxR1 inhibitor: 20%; TRHR agonist: -0.8; D2 agonist: -0.7; TrxR1 substrate: 10%; PI4K2A inh: 0; IDH1 R132H inh: -12%; TRHR PAM: 5

Results for CCn1c(SCC(=O)Nc2ccc3c(c2)n(C)c(=O)n3C)nnc1-c1ccncc1 ?
USP1-UAF1 inh: -15%; rTrxR1 inhibitor: -1%; TRHR agonist: 1.1; D2 agonist: 0.0; TrxR1 substrate: -1%; D2 antag: -2; PI4K2A inh: 6; IDH1 R132H inh: 15%; TRHR PAM: -3

Next section; it opens with the two that closed the last part.
How did COc1ccccc1CNC(=O)Cc1c(C)c2cc3c(C)coc3c(C)c2oc1=O do in these assays?
USP1-UAF1 inh: -22%; rTrxR1 inhibitor: 20%; TRHR agonist: -0.8; D2 agonist: -0.7; TrxR1 substrate: 10%; PI4K2A inh: 0; IDH1 R132H inh: -12%; TRHR PAM: 5

Results for CCn1c(SCC(=O)Nc2ccc3c(c2)n(C)c(=O)n3C)nnc1-c1ccncc1 ?
USP1-UAF1 inh: -15%; rTrxR1 inhibitor: -1%; TRHR agonist: 1.1; D2 agonist: 0.0; TrxR1 substrate: -1%; D2 antag: -2; PI4K2A inh: 6; IDH1 R132H inh: 15%; TRHR PAM: -3

Results for COc1cc2c(cc1OC)CN(Cc1ccc(C)cc1)CC2 ?
USP1-UAF1 inh: -5%; rTrxR1 inhibitor: 17%[57.1 µM]; TRHR agonist: 0.6; D2 agonist: 0.4; TrxR1 substrate: 8%[57.1 µM]; D2 antag: 56*; PI4K2A inh: -2; IDH1 R132H inh: 2%; TRHR PAM: -2

How did CCCCS(=O)(=O)/C=C/[C@H]1[C@H](S(=O)(=O)CCCC)[C@H]2C=C[C@@H]1C2 do in these assays?
USP1-UAF1 inh: -5%; rTrxR1 inhibitor: 0%; TRHR agonist: -0.1; D2 agonist: -0.3; TrxR1 substrate: 3%; D2 antag: 26; PI4K2A inh: -1; IDH1 R132H inh: 3%; TRHR PAM: -3

How did CC(C)(C)C1CCC(OCC(O)CN2CCN(c3ccccn3)CC2)CC1 (stereo unspecified) do in these assays?
USP1-UAF1 inh: -9%; rTrxR1 inhibitor: 8%[57.1 µM]; TRHR agonist: 0.1; D2 agonist: 62*; TrxR1 substrate: 7%[57.1 µM]; D2 antag: 63*; PI4K2A inh: -9; IDH1 R132H inh: 5%; TRHR PAM: -3

What do the screens show for `N#C/C(=C1/CCCN1)c1ccccn1`?
USP1-UAF1 inh: -12%; rTrxR1 inhibitor: 18%; TRHR agonist: -0.1; D2 agonist: 0.3; TrxR1 substrate: 3%; D2 antag: 0; PI4K2A inh: 6; IDH1 R132H inh: 2%; TRHR PAM: 5

How did NCC/C=C1/c2ccccc2CSc2ccccc21 do in these assays?
USP1-UAF1 inh: -5%; rTrxR1 inhibitor: -14%; TRHR agonist: 2.4; D2 agonist: -0.5; TrxR1 substrate: -8%; D2 antag: -1; PI4K2A inh: 2; IDH1 R132H inh: 9%; TRHR PAM: 0

What do the screens show for `CCC(CC(C)(C)O)C(=O)NNC(=S)Nc1ccccc1` (stereo unspecified)?
USP1-UAF1 inh: -8%; rTrxR1 inhibitor: 1%[57.1 µM]; TRHR agonist: 1.0; D2 agonist: 0.6; TrxR1 substrate: 3%[57.1 µM]; D2 antag: 0; PI4K2A inh: 1; IDH1 R132H inh: 8%; TRHR PAM: 1

What do the screens show for `COC(=O)C1=C(CS(=O)(=O)c2cc(OC)ccc2OC)NC(=O)NC1c1ccc(O)c(OC)c1` (stereo unspecified)?
USP1-UAF1 inh: -16%; rTrxR1 inhibitor: 9%; TRHR agonist: 0.1; D2 agonist: 0.4; TrxR1 substrate: -3%; D2 antag: 2; PI4K2A inh: 7; IDH1 R132H inh: -1%; TRHR PAM: 13

Bioassay records as filed in PubChem.
